Tb MetRS inh = blocks T. brucei methionyl-tRNA synthetase activity; AID 624268; inhibition, % at 11.9 µM; purified T. brucei MetRS, ATP depletion, Kinase-Glo luminescence; hit rate 0.4% among 360,000;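 active = inhibition above a per-plate cutoff of the control wells' mean inhibition plus 3 SD, cut at about 5.5% in these data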;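 note: 0% = DMSO wells median and 100% = median of wells with control inhibitor compound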
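Material: T. brucei methionyl-tRNA synthetase, purified; reagent: substrates ATP, L-methionine and bulk Escherichia coli tRNA; dosing: 11.9 µM single point; timing: 15 min plus 2 h at 25 °C; detection: luminescence of leftover ATP; evaluation: % inhibition; control set: DMSO-only wells as low control; replicates: singlicate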
Scp1 inh = inhibitors of human Scp-1 phosphatase; Q9GZU7; Recombinant Scp1, phosphopeptide, malachite green phosphate absorbance; inhibition, % at 20 µM; hit rate 0.88% among 340,000;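 active = inhibition above about 50% at 20 µM, limit read from the data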;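 note: plate controls were DMSO wells with enzyme for no effect and wells lacking enzyme for full effect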
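Material: truncated SCP-1 phosphatase (76-261aa) / Buffer or medium: 50 mM Tris acetate pH 5.5, 0.005% Tween-20, 10 mM MgCl2 / Compound dosing: one concentration, 20 µM, with 1.0% DMSO / Incubation: 45 min room-temperature reaction, 5 min colour, 30 min stabiliser / Detection: colorimetric free-phosphate detection, absorbance 630 nm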
STEP inh = STEP (human) phosphatase inhibition. hit rate 0.25% among 360,000. inhibition, % at 20 µM. P54829. recombinant STEP, OMFP fluorogenic substrate, fluorescence;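 active = inhibition at 20 µM, scaled per plate between control wells, above about 37%, limit read from the data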;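 note: 0% = DMSO with enzyme and substrate and 100% = substrate only without enzyme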
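System: STEP (striatal-enriched tyrosine phosphatase) enzyme, cell-free; medium: Bis-Tris pH 6.0 buffer with DTT, detergent; dosing: 20 µM, 1% DMSO; times: reaction 20 min, ambient temperature; detection: fluorescence, 480/540 nm; read-out basis: normalized % inhibition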
SUMO1-SIM PPI = modulators of human SUMO1-mediated protein-protein interactions. SUMO1 binding to a labelled peptide, TR-FRET, 1 h. AID 602429. hit rate 0.33% among 360,000. inhibition, % at 20 µM; in the data active = inhibition above about 37%
LMPTP inh = LMPTP (human) inhibition; hit rate 0.22% among 360,000; P24666; recombinant LMPTP-A, OMFP fluorogenic substrate, fluorescence intensity; inhibition, % at 20 µM;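 active = compounds that cut the enzyme signal by at least half of the control window in the single-dose screen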;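 note: plate controls were DMSO wells with enzyme plus substrate for no effect and substrate without enzyme for full effect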
Target sequence (P24666 whole entry, looked up): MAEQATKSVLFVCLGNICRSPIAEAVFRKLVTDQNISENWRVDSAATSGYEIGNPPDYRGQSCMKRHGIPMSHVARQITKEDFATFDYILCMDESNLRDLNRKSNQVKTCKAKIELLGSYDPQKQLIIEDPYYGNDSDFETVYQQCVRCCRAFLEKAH
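Material: LMPTP-A; amount: 0.625 nM enzyme; doses: single 20 µM dose; times: reaction 50 min, room temperature, dark; technique: fluorescence intensity of OMFP turnover product; benchmarks: no-enzyme and uninhibited controls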
SKN-1 inh = blocks SKN-1 activity in C. elegans; C. elegans VP596 Pgst-4::GFP/RFP ratio, acrylamide-induced, 24 h; inhibition, % at 21.8 µM; hit rate 0.49% among 360,000;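 active = interference check ratio from 0.5 to 1.5 plus GFP to RFP signal ratio inhibition reaching or exceeding a fixed threshold, cut at about 30% in these data, passing the limit was not always enough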; note: some compounds called inactive have numbers as strong as hits
Neddylation inh = blocks human cullin neddylation; P61081+Q13564; TR-FRET cullin neddylation, biochemical; calls only at 25 µM; hit rate 0.58% among 360,000; AID 651699; in the data active = inhibition above about 36%
DNMT1 inh = blocks human DNA methyltransferase DNMT1. P26358. DNMT1 molecular beacon, Hinp1I cleavage, fluorescence. inhibition (reported as % activation of signal), % at 10 µM. hit rate 0.83% among 360,000; in the data active = inhibition above about 50%
NRP1-CendR mod = NRP-1/CendR interaction modulation; O14786; FAM-RPARPAR peptide binding to NRP-1, fluorescence polarization; inhibition, % at 25 µM; hit rate 0.85% among 360,000; AID 602438;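 active = inhibition or corrected inhibition above about 18%, plus a signal ratio from 0.5 to 1.5, limit read from the data, passing the limit was not always enough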; note: strong numbers were not always called active
Target sequence (O14786 whole entry, looked up): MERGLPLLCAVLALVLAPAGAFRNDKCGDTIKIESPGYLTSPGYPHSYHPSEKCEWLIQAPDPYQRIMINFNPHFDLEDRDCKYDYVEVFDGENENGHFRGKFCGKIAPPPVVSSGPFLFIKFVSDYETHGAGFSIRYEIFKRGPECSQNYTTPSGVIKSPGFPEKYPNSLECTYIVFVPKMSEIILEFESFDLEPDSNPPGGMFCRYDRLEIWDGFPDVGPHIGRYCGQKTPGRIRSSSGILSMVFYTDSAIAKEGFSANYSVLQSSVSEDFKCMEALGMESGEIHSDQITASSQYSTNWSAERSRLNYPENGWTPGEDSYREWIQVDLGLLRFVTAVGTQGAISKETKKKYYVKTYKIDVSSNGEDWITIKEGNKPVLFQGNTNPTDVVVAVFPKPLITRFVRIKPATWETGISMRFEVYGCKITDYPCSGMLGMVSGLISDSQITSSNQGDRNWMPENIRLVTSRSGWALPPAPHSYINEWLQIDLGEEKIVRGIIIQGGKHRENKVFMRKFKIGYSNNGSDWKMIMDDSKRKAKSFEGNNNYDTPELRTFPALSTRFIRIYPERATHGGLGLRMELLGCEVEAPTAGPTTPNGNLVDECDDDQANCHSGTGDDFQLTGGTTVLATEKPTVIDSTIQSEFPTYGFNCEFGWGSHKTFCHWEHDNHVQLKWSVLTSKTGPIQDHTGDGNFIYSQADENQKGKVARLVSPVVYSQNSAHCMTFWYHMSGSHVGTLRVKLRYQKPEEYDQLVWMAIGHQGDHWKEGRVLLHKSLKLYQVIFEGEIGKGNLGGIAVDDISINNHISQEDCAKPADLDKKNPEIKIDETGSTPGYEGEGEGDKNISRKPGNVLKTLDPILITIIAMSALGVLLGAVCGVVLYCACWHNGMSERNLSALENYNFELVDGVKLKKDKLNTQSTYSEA
NadD inh = blocks S. aureus nicotinate mononucleotide adenylyltransferase | purified NadD enzyme, colorimetric absorbance read-out | inhibition, % at 20 µM | hit rate 0.78% among 360,000; in the data active = inhibition above about 26%; note: some compounds past the cut are filed as inactive
* = called active by the depositor.

For Cc1cc(/C=C(\C#N)C(=O)NC2CCCCCC2)c(C)n1C the results were Tb MetRS inh -1.5, Scp1 inh 0, STEP inh -1, SUMO1-SIM PPI 1, LMPTP inh -0.5, SKN-1 inh -4, Neddylation inh inactive, DNMT1 inh 5, NRP1-CendR mod -2 and NadD inh 1.
For CCCCOc1ccc(C2(C)NC(=O)N(C)C2=O)cc1 (stereo unspecified) the results were Tb MetRS inh -1.5, Scp1 inh 5, STEP inh -3, SUMO1-SIM PPI 6, LMPTP inh -1.7, SKN-1 inh 0, Neddylation inh inactive, DNMT1 inh 6, NRP1-CendR mod 5 and NadD inh 3.
`CC(C)CC(=O)N1CCN(S(=O)(=O)c2ccc(F)cc2)CC1` gave Tb MetRS inh -0.2, Scp1 inh 0, STEP inh 2, SUMO1-SIM PPI 13, LMPTP inh -1.2, SKN-1 inh 6, Neddylation inh inactive, DNMT1 inh -1, NRP1-CendR mod -16 and NadD inh -1.
COCCNC(=O)CN(C(=O)Cn1nnc2ccccc21)c1ccccc1 was read as Tb MetRS inh -0.2, Scp1 inh -8, STEP inh -3, SUMO1-SIM PPI -3, LMPTP inh -0.9, SKN-1 inh 13, Neddylation inh inactive, DNMT1 inh 0, NRP1-CendR mod -4 and NadD inh -7.
Screening CCN(CC(=O)Nc1c(F)cccc1F)C(=O)c1cccnc1Sc1ccccc1 returned Tb MetRS inh -0.6, Scp1 inh -1, STEP inh -5, SUMO1-SIM PPI 6, LMPTP inh -0.7, SKN-1 inh 0, Neddylation inh inactive, DNMT1 inh 11, NRP1-CendR mod -7 and NadD inh -4.
Screening CC(C)CN(C(=O)COC(=O)C12CC3CC(CC(C3)C1)C2)c1c(N)n(Cc2ccccc2)c(=O)[nH]c1=O returned Tb MetRS inh -0.3, Scp1 inh -11, STEP inh -2, SUMO1-SIM PPI -1, LMPTP inh -0.1, SKN-1 inh 10, Neddylation inh inactive, DNMT1 inh 0, NRP1-CendR mod -6 and NadD inh 4.
For O=C(Nc1nn[nH]n1)c1cccc(Oc2ccccc2)c1 the results were Tb MetRS inh -0.1, Scp1 inh -2, STEP inh -5, SUMO1-SIM PPI 1, LMPTP inh -0.8, SKN-1 inh -4, Neddylation inh inactive, DNMT1 inh 1, NRP1-CendR mod 4 and NadD inh 5.
Screening CCOC(=O)C1CCN(C(=O)CCCCn2c(=O)[nH]c3ccccc3c2=O)CC1 returned Tb MetRS inh 0.0, Scp1 inh 68*, STEP inh 0, SUMO1-SIM PPI -2, LMPTP inh -0.1, SKN-1 inh 25, Neddylation inh inactive, DNMT1 inh 2, NRP1-CendR mod 20 and NadD inh -3.
`O=C(C[C@H]1C/C=C\C[C@@H](Cc2ccc(F)cc2)C(=O)OC[C@@H](Cc2c[nH]c3ccccc23)NC1=O)NCCO` gave Tb MetRS inh -0.1, Scp1 inh 0, STEP inh 0, SUMO1-SIM PPI 2, LMPTP inh 2.9, SKN-1 inh -7, Neddylation inh inactive, DNMT1 inh -1, NRP1-CendR mod 5 and NadD inh -6.
`C=CCN(CC=C)CCCOc1ccc(C)cc1OC` gave Tb MetRS inh -1.0, Scp1 inh 3, STEP inh 1, SUMO1-SIM PPI -1, LMPTP inh -0.7, SKN-1 inh 12, Neddylation inh inactive, DNMT1 inh -1, NRP1-CendR mod -12 and NadD inh -5.
Screening CCO[C@H]1OC(C(=O)O)=C[C@@H](c2coc3ccccc3c2=O)[C@@H]1CCCO returned Tb MetRS inh -0.4, Scp1 inh 1, STEP inh -1, SUMO1-SIM PPI 0, LMPTP inh -1.0, SKN-1 inh 8, Neddylation inh inactive, DNMT1 inh 1, NRP1-CendR mod 6 and NadD inh -1.
`CCOC(=O)c1sc(NC(=O)c2cc(-c3ccccc3C)nc3ccccc23)c(C#N)c1C` gave Tb MetRS inh -0.4, Scp1 inh -4, STEP inh 6, SUMO1-SIM PPI 19, LMPTP inh 3.2, SKN-1 inh 15, Neddylation inh inactive, DNMT1 inh -27, NRP1-CendR mod -2 and NadD inh 48*.

The list goes on; the last two above are carried over.
Screening CCO[C@H]1OC(C(=O)O)=C[C@@H](c2coc3ccccc3c2=O)[C@@H]1CCCO returned Tb MetRS inh -0.4, Scp1 inh 1, STEP inh -1, SUMO1-SIM PPI 0, LMPTP inh -1.0, SKN-1 inh 8, Neddylation inh inactive, DNMT1 inh 1, NRP1-CendR mod 6 and NadD inh -1.
`CCOC(=O)c1sc(NC(=O)c2cc(-c3ccccc3C)nc3ccccc23)c(C#N)c1C` gave Tb MetRS inh -0.4, Scp1 inh -4, STEP inh 6, SUMO1-SIM PPI 19, LMPTP inh 3.2, SKN-1 inh 15, Neddylation inh inactive, DNMT1 inh -27, NRP1-CendR mod -2 and NadD inh 48*.
CN(C)c1ccc(C=O)c(Oc2ccccc2)c1 was read as Tb MetRS inh 0.4, STEP inh 3, SUMO1-SIM PPI -6, LMPTP inh 0.9, SKN-1 inh -2, Neddylation inh inactive, DNMT1 inh 3, NRP1-CendR mod -6 and NadD inh -5.
Screening Cc1c(C(=O)NC(C)c2ccc(-n3ccnc3)cc2)cccc1[N+](=O)[O-] (stereo unspecified) returned Tb MetRS inh -0.1, Scp1 inh -7, STEP inh -1, SUMO1-SIM PPI -32, LMPTP inh -9.1, SKN-1 inh -10, Neddylation inh inactive, DNMT1 inh -1, NRP1-CendR mod 8 and NadD inh 12.
`Cc1c(C(=O)N2CCN(c3ccc(F)cc3)CC2)oc2c1C(=O)CCC2` gave Tb MetRS inh 0.5, Scp1 inh -11, STEP inh 1, SUMO1-SIM PPI -3, LMPTP inh -0.9, SKN-1 inh 12, Neddylation inh inactive, DNMT1 inh 0, NRP1-CendR mod 8 and NadD inh -4.
For CCc1ccccc1OCCCCCNCCO the results were Tb MetRS inh -0.1, Scp1 inh -9, STEP inh 18, SUMO1-SIM PPI 3, LMPTP inh 0.6, SKN-1 inh -1, Neddylation inh inactive, DNMT1 inh 2, NRP1-CendR mod -3 and NadD inh -6.
COc1ccc(C(=O)NCCc2nnc(SCC(=O)Nc3ccc(Br)cc3)n2C)cc1 was read as Tb MetRS inh 0.5, Scp1 inh -4, STEP inh 16, SUMO1-SIM PPI 2, LMPTP inh -0.3, SKN-1 inh 12, Neddylation inh inactive, DNMT1 inh -1, NRP1-CendR mod 8 and NadD inh -2.
For CC(=O)C(Cc1ccccc1)NC(=O)COC(=O)CCN1C(=O)C2CC=CCC2C1=O (stereo unspecified) the results were Tb MetRS inh -0.5, Scp1 inh 1, STEP inh 1, SUMO1-SIM PPI 3, LMPTP inh 1.0, SKN-1 inh 23, Neddylation inh inactive, DNMT1 inh 2, NRP1-CendR mod 7 and NadD inh 0.
`O=S(=O)(NCCc1cn2ccccc2n1)c1ccc2c(c1)CCCC2` gave Tb MetRS inh -0.2, Scp1 inh -6, STEP inh -4, SUMO1-SIM PPI 0, LMPTP inh -1.7, SKN-1 inh 2, Neddylation inh inactive, DNMT1 inh -5, NRP1-CendR mod 4 and NadD inh -1.
For Cc1ccc(-n2nc3c(c2NC(=O)C2CC2)CS(=O)(=O)C3)cc1C the results were Tb MetRS inh -0.1, Scp1 inh -15, STEP inh 0, SUMO1-SIM PPI 7, LMPTP inh -0.5, SKN-1 inh -7, Neddylation inh inactive, DNMT1 inh 1, NRP1-CendR mod -5 and NadD inh -2.
`O=c1[nH]c(N/N=C\c2ccc3c(c2)OCO3)nc2ccccc12` gave Tb MetRS inh 0.5, Scp1 inh -4, STEP inh 3, SUMO1-SIM PPI -23, LMPTP inh 0.7, SKN-1 inh 8, Neddylation inh inactive, DNMT1 inh -6, NRP1-CendR mod 3 and NadD inh 15.
For Cc1cccc(CS(=O)(=O)c2ncc(CO)n2C)c1 the results were Tb MetRS inh -0.1, Scp1 inh -2, STEP inh -1, SUMO1-SIM PPI -1, LMPTP inh -1.5, SKN-1 inh 19, Neddylation inh inactive, DNMT1 inh 1, NRP1-CendR mod 7 and NadD inh -3.
For Cn1c(SCCc2ccc([N+](=O)[O-])cc2)nccc1=O the results were Tb MetRS inh -0.4, Scp1 inh -3, STEP inh 0, SUMO1-SIM PPI -13, LMPTP inh -1.6, SKN-1 inh 2, Neddylation inh inactive, DNMT1 inh -1, NRP1-CendR mod 16 and NadD inh -3.
`Cc1ccc(-c2nnc(NC(=O)c3ccc([N+](=O)[O-])o3)o2)c(C)c1` gave Tb MetRS inh -0.3, Scp1 inh -6, STEP inh 4, SUMO1-SIM PPI -16, LMPTP inh -0.7, SKN-1 inh 7, Neddylation inh inactive, DNMT1 inh -1, NRP1-CendR mod 1 and NadD inh 14.
Cc1[nH]c2ccccc2c1C(=O)C(=O)NCc1ccco1 was read as Tb MetRS inh -0.1, Scp1 inh -3, STEP inh -2, SUMO1-SIM PPI -3, LMPTP inh -0.2, SKN-1 inh 5, Neddylation inh inactive, DNMT1 inh 1, NRP1-CendR mod 5 and NadD inh 1.
`O=C(CSc1ncccn1)NCc1ccc(F)cc1` gave Tb MetRS inh 0.5, Scp1 inh 0, STEP inh 1, SUMO1-SIM PPI 1, LMPTP inh -0.4, SKN-1 inh 4, Neddylation inh inactive, DNMT1 inh 2, NRP1-CendR mod -16 and NadD inh 1.
O=C(Nc1nnc(-c2ccco2)o1)c1ccc([N+](=O)[O-])s1 was read as Tb MetRS inh -0.8, Scp1 inh -7, STEP inh 2, SUMO1-SIM PPI -9, LMPTP inh -0.3, SKN-1 inh 5, Neddylation inh inactive, DNMT1 inh 0, NRP1-CendR mod -30 and NadD inh 7.
For COc1cccc2sc(N3CCN(C(=O)c4ccc([N+](=O)[O-])o4)CC3)nc12 the results were Tb MetRS inh -0.4, Scp1 inh 0, STEP inh -1, SUMO1-SIM PPI -32, LMPTP inh -0.7, SKN-1 inh 2, Neddylation inh inactive, DNMT1 inh -5, NRP1-CendR mod -8 and NadD inh 1.
`Cn1ncc2c(Nc3ccc(-c4ccccc4)cc3)ncnc21` gave Tb MetRS inh 0.5, Scp1 inh 1, STEP inh -2, SUMO1-SIM PPI 3, LMPTP inh 0.4, SKN-1 inh 0, DNMT1 inh -7, NRP1-CendR mod 16 and NadD inh -5.
O=C(CN1C(=O)c2ccccc2C1=O)N1CCN(S(=O)(=O)c2ccccc2)CC1 was read as Tb MetRS inh -0.2, Scp1 inh -7, STEP inh 0, SUMO1-SIM PPI -18, LMPTP inh -1.4, SKN-1 inh 1, Neddylation inh inactive, DNMT1 inh 1, NRP1-CendR mod 11 and NadD inh -1.
For Cc1cccc(-c2noc(CN(C(=O)c3c(-c4ccccc4Cl)noc3C)C(C)C)n2)c1 the results were Tb MetRS inh -0.8, Scp1 inh -15, STEP inh 2, SUMO1-SIM PPI 5, LMPTP inh 3.2, SKN-1 inh 12, Neddylation inh inactive, DNMT1 inh -2, NRP1-CendR mod -8 and NadD inh -2.
